NALP1 yeast inh: NALP1 inhibition; 0.61% of 280,000 active; inhibition, % at 10 µM; S. cerevisiae NALP1/ASC/caspase-1 growth, X-gal OD620, 72 h; AID 2071; in the data active means inhibition mostly above about 24%, no sharp cut-off; inactive means mostly below about 32%; further: some compounds called inactive have numbers as strong as hits
MEKK2mut PB1 HTS: signal of MEK5 binding to mutant human MEKK2 PB1 domain; 0.35% of 290,000 active; percent response, % at 10 µM; AID 1530; bead flow cytometry, Alexa488-MEK5 binding to MEKK2 mutant; in the data active means percent response above about 24%, passing the limit was not always enough; further: inactives centre near 1; some results filed as inactive read as strong as hits; reference of the scale not given here
OXTR agonist: agonists of human oxytocin receptor | AID 2435 | 0.32% of 320,000 active | CHO-OTR cells, Fluo-8 calcium fluorescence; normalized: DMSO 0%, oxytocin 100% | P30559 | activation, % at 3 µM;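 active means activation above the mean of all tested compounds plus 3 SD, cutoff set per screening run, cut at about 20% in these data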;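 further: peak over basal fluorescence ratio from a 100 s FLIPR kinetic read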
Target sequence (P30559 whole entry, looked up): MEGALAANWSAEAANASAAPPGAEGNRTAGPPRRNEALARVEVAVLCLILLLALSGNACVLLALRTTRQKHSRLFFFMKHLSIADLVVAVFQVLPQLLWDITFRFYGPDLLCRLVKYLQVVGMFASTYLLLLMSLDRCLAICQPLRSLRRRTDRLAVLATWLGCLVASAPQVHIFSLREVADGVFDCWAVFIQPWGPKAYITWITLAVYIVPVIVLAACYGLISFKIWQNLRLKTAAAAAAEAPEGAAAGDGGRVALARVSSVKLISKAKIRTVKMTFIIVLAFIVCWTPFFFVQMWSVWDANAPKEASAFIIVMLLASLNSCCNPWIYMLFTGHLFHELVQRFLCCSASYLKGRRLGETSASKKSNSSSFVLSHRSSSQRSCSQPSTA
DNA FID counter: fluorescent intercalator displacement, NS3 helicase counter-screen; DNA fluorescent intercalator displacement, fluorescence; inhibition, % at 7.9 µM; 0.17% of 290,000 active; AID 1845; in the data active means inhibition above about 37%;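 further: 0% = vehicle and 100% = reference compound; higher means more ethidium bromide displaced from hairpin DNA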
MEKK3 PB1 HTS: raises or lowers MEK5 binding to the human MEKK3 PB1 domain | Q99759 | bead-based flow cytometry, Alexa488-MEK5 binding to MEKK3; actives lie on both sides; 0 = blocked by unlabeled MEK5, 100 = vehicle | binding response (% of control), % at 10 µM | 1.4% of 290,000 active | AID 1529;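 active means binding response more than 3 SD above or below the average of its plate-row segment, actives on both sides; inconclusive means wells at one plate position flagged as instrument error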;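 further: Alexa488 bead fluorescence after subtracting the streptavidin-only scavenger bead signal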
PHOSPHO1 block: blocks human PHOSPHO1 phosphatase activity; recombinant PHOSPHO1, absorbance phosphatase assay; inhibition, % at 13.3 µM; 1.1% of 290,000 active; in the data active means inhibition above about 60%
Target sequence (Q8TCT1 whole entry, looked up): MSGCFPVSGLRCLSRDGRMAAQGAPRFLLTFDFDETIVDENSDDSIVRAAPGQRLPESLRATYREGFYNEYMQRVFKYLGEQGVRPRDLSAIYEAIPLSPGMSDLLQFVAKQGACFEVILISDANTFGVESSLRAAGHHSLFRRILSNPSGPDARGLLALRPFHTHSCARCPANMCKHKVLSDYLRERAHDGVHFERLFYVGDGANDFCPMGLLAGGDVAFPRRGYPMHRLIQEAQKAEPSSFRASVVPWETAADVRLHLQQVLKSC
PfM18AAP inh: PfM18AAP enzyme inhibition; recombinant PfM18AAP, H-Glu-NHMec fluorogenic cleavage; inhibition, % at 7.35 µM; 1.2% of 290,000 active; AID 1822;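 active means inhibition above the campaign mean inhibition over all tested compounds plus 3 SD, cut at about 28% in these data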;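 further: 0% = plate median of test compound wells and 100% = 2 mM ZnCl2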
GPR7 antag: antagonists of human GPR7 (neuropeptides B/W receptor 1); GPR7-expressing cells, fluorescence antagonist assay; inhibition, % at 4.4 µM; 1.1% of 290,000 active; AID 1861; in the data active means inhibition above about 16%, passing the limit was not always enough;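 further: cells stimulated with the agonist NPW; 0% = agonist with vehicle and 100% = vehicle without agonist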
Target sequence (P48145 whole entry, looked up): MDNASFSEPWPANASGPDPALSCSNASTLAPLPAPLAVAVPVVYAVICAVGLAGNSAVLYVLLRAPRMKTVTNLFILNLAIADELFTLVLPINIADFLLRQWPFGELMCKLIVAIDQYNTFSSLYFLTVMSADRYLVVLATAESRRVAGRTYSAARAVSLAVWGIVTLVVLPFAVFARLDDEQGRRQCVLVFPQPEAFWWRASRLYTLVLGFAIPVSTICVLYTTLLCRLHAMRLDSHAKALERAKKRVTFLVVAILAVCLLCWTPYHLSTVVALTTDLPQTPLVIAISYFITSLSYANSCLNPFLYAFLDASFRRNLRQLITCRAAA
MEKK2wt PB1 HTS: raises or lowers MEK5 binding to wildtype human MEKK2 PB1 domain | bead flow cytometry, Alexa488-MEK5 binding to MEKK2 WT; actives lie on both sides | binding response (% of control), % at 10 µM | 1.1% of 290,000 active | AID 1531; in the data active means binding response below about 67% or above about 130%; inconclusive means no clear call, values can overlap the other calls; inactive means in between
The depositor's hits bear a star; ? = inconclusive; / = not tested or not shown; [ ] = dose if it differs, or a comment.

SMILES	NALP1 yeast inh	MEKK2mut PB1 HTS	OXTR agonist	DNA FID counter	MEKK3 PB1 HTS	PHOSPHO1 block	PfM18AAP inh	GPR7 antag	MEKK2wt PB1 HTS
CN(C)c1ccc(/C=C/c2nc3ccccc3c(=O)n2-c2ccc(C(=O)O)cc2)cc1	9	5	77*	-8	105	16	18	17	101
CCCn1c(SCC(=O)NC)nc2sc3c(c2c1=O)CCC3	7	1	-1.1	-13	112	2	6	0	109
c1cn2cc(CSC3CCCCC3)nc2s1	36*	4	-1.2	-3	100	-18	-5	-6	103
Cc1ccccc1-c1nc(-c2ccc(NC(=O)c3cccs3)cc2)no1	5	7	2.1	0	104	-4	-7	-11	126
COc1ccccc1/C=C/C=C(\C#N)C(=O)NC(C)c1ccccc1 (stereo unspecified)	4	-1	-1.3	-21	98	24	1	-9	96
Cc1cc(C)c(C#N)c(N)n1	4	-3	0.2	1	100	-4	8	-17	96
c1nc(NC2CCCC2)c2[nH]cnc2n1	17	11	1.2	-2	108	-1	5	0	104
COc1ccc2c(c1)c1nnc(SC)nc1n2C	0	1	-2.0	5	101	-2	-1	-2	102
Cc1ccc(C)c(N=C2CCCN2Cc2ccccc2)c1C#N	-1	4	-1.3	-13	109	0	1	7	106
Cc1nc2cc(N3CCOCC3)c(NC(=O)C3CC3)cc2c(=O)n1Cc1ccccc1	16	/	1.2	-21	/	18	-5	-6	/
COc1ccc(NCc2nnc(SCC(=O)c3ccc(OC)cc3)o2)cc1	19	0	2.0	-8	98	57	21	0	93
COC(=O)/C=C/C(=O)Nc1ccc(O)c(Cl)c1	25	-1	0.4	-2	97	26	7	-9	91
Cc1ccc(CCNC(=O)C2CCC(=O)N2Cc2cccnc2)cc1 (stereo unspecified)	15	16	0.0	-3	115	5	-7	-1	123
Cc1ccc(C(=O)NC(=S)Nc2cccc3nsnc23)cc1	4	-8	-0.8	4	97	-8	1	9	?
CC(C)[C@H](NC(=O)N1c2ccccc2NC(=O)[C@@H]1C(C)C)C(=O)N[C@H](Cc1ccccc1)C(=O)O	7	5	-0.4	-33	103	65*	0	-4	107
O=C(COC(=O)c1ccc(O)cc1O)NC1CCS(=O)(=O)C1 (stereo unspecified)	/	15	0.0	1	117	20	-13	-9	115
O=C(Cn1nc(Cl)nc1Cl)c1cc2ccccc2oc1=O	-2	-3	-0.1	-6	103	5	15	7	100
Cc1ccc(-n2c(C)cc(C(=O)Cn3nc(C(=O)O)c4ccccc4c3=O)c2C)cc1	42	18	-1.3	-17	103	-7	-3	-7	114
CC1(C)CC(=O)C2=C(C1)OC(/N=C/N1CCCC1)=C(C#N)C2c1ccccc1 (stereo unspecified)	/	-3	-2.3	-21	79	18	-7	-13	84
CC(/C=N/NC(=O)c1cc(-c2cccnc2)nc2c1c(C)nn2-c1ccccc1)=C\c1ccccc1	16	13	-0.7	2	104	-7	-7	-14	119
Cc1nc(SCC(=O)N(C)Cc2ccco2)c2c(C)c(C)sc2n1	9	1	2.6	-24	99	43	-23	2	106
Cc1ccc(N(CC(=O)NCCc2ccccc2)C(=O)CCC(=O)Nc2cc(C)ccn2)cc1	2	3	-0.8	-38	102	12	-6	1	100
O=C(CSc1nnc(CNC(=O)c2ccccc2F)o1)Nc1ccc2c(c1)OCCO2	8	1	-1.2	-10	103	10	-11	-14	107
O=c1[nH]c(SCC2CCCCO2)nc2ccccc12 (stereo unspecified)	-10	-4	-0.9	-10	73*[inhibitor]	18	-8	-11	93
Cc1ccc(N2C(=O)CC(C)CC2=O)cc1	-2	8	0.2	-2	106	/	-4	-8	106
CC1CCCN(C(=O)CSc2cnc3ccccc3n2)C1 (stereo unspecified)	7	1	-0.6	-18	99	0	-12	-2	102
Cc1ccc(NC(=O)/C(=C/c2ccncc2)NC(=O)c2ccccc2)cc1	10	0	-0.7	-1	103	-30	3	-3	101
CCOc1ccc(NC2=NC(C)(C)N=C(N)N2)cc1	20	8	0.7	8	104	-12	3	-3	106
Cc1cc(=O)oc2c(C)c(OC(C)C(=O)Nc3ccc(N4CCC(C)CC4)cc3)ccc12 (stereo unspecified)	20	-2	-1.3	-2	97	14	-11	-6	98
O=C(Cn1ccc(=O)[nH]c1=O)Nc1ccc(C(=O)O)c(O)c1	15	7	1.2	3	83	3	3	-3	82
CCN1CCCC(OC(=O)c2cc(-c3ccccc3Cl)nc3ccccc23)C1 (stereo unspecified)	-18	9	-0.7	7	103	-10	-7	1	113
O=C(Nc1ccc(Cl)cn1)c1ccc2nccnc2c1	3	7	-0.7	-8	104	-2	-6	-7	108
Cc1cc(NC(=O)c2ccc3c(c2)C(=O)N(Cc2ccccc2)C3=O)no1	8	-15	-0.5	-9	88	9	-3	-14	79
C=CCOC(=O)/C(=C\c1ccccc1)NC(=O)c1ccc(C)cc1	11	2	-2.0	-14	102	44	-2	-7	100
COc1ccc(-n2cnc3cc(C(=O)NC4CCCC4)ccc32)cc1	1	-5	-2.3	-29	101	-4	-1	10	98
COc1ccc(Cn2c(C3CC3)nc3ccc(NC(=O)c4cccnc4)cc3c2=O)cc1	-1	1	6.1	-26	99	40	3	-4	98
Cc1c(NC(=O)CCSc2ccc(Cl)cc2)c(=O)n(-c2ccccc2)n1C	5	3	0.9	-26	103	2	-12	2	103
C/C=C1\COC(C(=O)NCc2cccc(OC)c2OC)(C(F)(F)F)C=C1C=C1CCCCC1 (stereo unspecified)	/	0	-0.1	/	103	/	/	/	102
O=C1Nc2ccccc2N(O)N1c1ccc(S(=O)(=O)Nc2ccccn2)cc1	13	-2	0.4	1	102	33	5	10	101
COC1=C(Nc2ccc(OC)cc2)C(=O)c2ccccc2C1=O	42	-2	-1.6	2	90	0	10	-4	92
Cc1ccc(Cn2ccc(C3CC3)n2)cc1	26	6	-3.2	-3	112	33	-3	-9	105
COc1cccc2cc(C(=O)C3=C(O)C(=O)N(c4cc(C)on4)C3c3cccs3)oc12 (stereo unspecified)	5	2	0.0	3	100	34	19	-4	-11*
CC(=O)Nc1ccc(NC(=O)C(C)OC(=O)C2CC3C=CC2C3)cc1 (stereo unspecified)	12	18	-0.2	-6	100	-6	2	-5	95
COc1ccc(OCCSc2nc3ccccc3n2CCC(=O)O)cc1	20	4	0.0	-37	105	20	-3	-4	105
CS(=O)(=O)N(CC(=O)Nc1ccc2c(c1)OCO2)Cc1ccc(Cl)cc1	34	3	1.1	-12	100	14	2	3	98
CCC1(c2ccccc2)NC(=O)N(CC(=O)NCc2ccccc2OC)C1=O (stereo unspecified)	9	3	-0.9	-29	100	7	5	-6	99
O=C(N/N=C1\CCS(=O)(=O)c2ccc(F)cc21)c1ccc(O)cc1	/	-5	1.2	-2	87	35	-15	2	87
CCOC(=O)Cn1nnc(-c2ccc(SC)cc2)n1	2	3	1.3	-1	107	3	0	3	93
CCN(CC(=O)Nc1ccc(Cl)c(S(=O)(=O)N(C)C)c1)Cc1nc2ccccc2c(=O)[nH]1	-28	-2	-0.8	-24	103	28	-9	-6	97
O=C(N=C1SC2CS(=O)(=O)CC2N1CCc1ccc(F)cc1)C1CCCCC1 (stereo unspecified)	1	-4	-0.1	-23	91	29	-4	1	92
C=CCn1c(C)cc(C(=O)COC(=O)[C@@H](NC(=O)c2ccccc2Cl)C(C)C)c1C	26	26	-3.3	-33	110	-14	-4	-9	124
COc1ccc(CCN(C)C(=O)c2cnc(C)cn2)cc1OC	-86	-2	-0.5	-7	101	32	-10	-2	104
CC(=O)c1ccc(Oc2ccc(C(C)=O)cc2)cc1	5	2	0.7	-6	104	8	5	4	104
CCOC(=O)c1sc(NC(=O)c2cc3n(n2)C(C(F)(F)F)CC(c2cccs2)N3)c(C(=O)OCC)c1C (stereo unspecified)	13	0	-0.1	-2	98	-5	6	3	95
Cc1ccsc1C(=O)N1CCN(S(=O)(=O)c2cccs2)CC1	-18	-4	-0.3	-3	103	42	-8	-10	97
CC(C)C[C@H](NC(=O)[C@H](Cc1ccccc1)n1c(=O)[nH]c2ccccc2c1=O)C(=O)N1CCC[C@H]1C(=O)O	16	-1	1.2	-31	96	34	2	-15	94
N#C/C(=C\c1ccc(N2CCOCC2)o1)C(=O)N1CCOCC1	21	-1	9.2	-5	99	3	13	-6	103
O=C(c1cc(-c2ccccc2Cl)nc2ccccc12)N1CCOCC1	16	2	-0.3	-16	101	23	-8	-9	100
Cc1cc(C)cc(-n2nnc(C(=O)NCc3ccccc3)c2N)c1	53	-1	-0.9	-9	97	22	-2	4	98
CCCNC(=O)COc1coc(CN2CCN(Cc3ccccc3)CC2)cc1=O	-6	10	1.1	-4	109	36	-6	-12	109
CC/C(C)=N/Nc1nc(-c2cc3cccc(OC)c3oc2=O)cs1	7	5	-1.4	-15	107	25	20	-20	104
Cn1ncc2c(Nc3ccc(Cl)c(Cl)c3)ncnc21	7	3	3.1	11	101	41	2	13	101

Entries from the list above that contain an aryl thioether with sulfur outside any ring, in the order listed:
SMILES	NALP1 yeast inh	MEKK2mut PB1 HTS	OXTR agonist	DNA FID counter	MEKK3 PB1 HTS	PHOSPHO1 block	PfM18AAP inh	GPR7 antag	MEKK2wt PB1 HTS
CCCn1c(SCC(=O)NC)nc2sc3c(c2c1=O)CCC3	7	1	-1.1	-13	112	2	6	0	109
COc1ccc2c(c1)c1nnc(SC)nc1n2C	0	1	-2.0	5	101	-2	-1	-2	102
COc1ccc(NCc2nnc(SCC(=O)c3ccc(OC)cc3)o2)cc1	19	0	2.0	-8	98	57	21	0	93
Cc1nc(SCC(=O)N(C)Cc2ccco2)c2c(C)c(C)sc2n1	9	1	2.6	-24	99	43	-23	2	106
O=C(CSc1nnc(CNC(=O)c2ccccc2F)o1)Nc1ccc2c(c1)OCCO2	8	1	-1.2	-10	103	10	-11	-14	107
O=c1[nH]c(SCC2CCCCO2)nc2ccccc12 (stereo unspecified)	-10	-4	-0.9	-10	73*[inhibitor]	18	-8	-11	93
CC1CCCN(C(=O)CSc2cnc3ccccc3n2)C1 (stereo unspecified)	7	1	-0.6	-18	99	0	-12	-2	102
Cc1c(NC(=O)CCSc2ccc(Cl)cc2)c(=O)n(-c2ccccc2)n1C	5	3	0.9	-26	103	2	-12	2	103
COc1ccc(OCCSc2nc3ccccc3n2CCC(=O)O)cc1	20	4	0.0	-37	105	20	-3	-4	105
CCOC(=O)Cn1nnc(-c2ccc(SC)cc2)n1	2	3	1.3	-1	107	3	0	3	93
